Assay outcomes deposited in PubChem BioAssay by Broad Institute.
CASP6 VEID inh = caspase-6 (human) enzyme inhibition | P55212 | purified caspase-6, Z-VEID-R110 cleavage fluorescence | inhibition, % at 12.5 µM | 350,000 compounds, 0.53% hits | AID 686996;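 active = mean inhibition across replicates at least about 35%, with every replicate also reaching that limit, limit read from the data; inconclusive = only one of the two criteria met; inactive = neither criterion met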;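 note: 0% = median of neutral control wells and 100% = no fluorescence left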
Target sequence (P55212 24-179 limits assumed): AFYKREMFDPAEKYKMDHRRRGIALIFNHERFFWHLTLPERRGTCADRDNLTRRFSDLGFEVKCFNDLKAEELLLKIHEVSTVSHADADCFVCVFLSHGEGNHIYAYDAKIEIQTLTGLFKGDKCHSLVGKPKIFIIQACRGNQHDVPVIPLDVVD
Target sequence (P55212 194-293 limits assumed): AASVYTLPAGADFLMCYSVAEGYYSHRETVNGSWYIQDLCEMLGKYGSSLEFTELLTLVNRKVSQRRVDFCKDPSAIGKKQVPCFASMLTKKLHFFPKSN
PglD DTNB = PglD (C. jejuni) enzyme inhibition; purified PglD enzyme, DTNB colorimetric CoA detection; inhibition, % at 12.5 µM; 360,000 compounds, 0.098% hits; AID 602405; in the data active = inhibition above about 16%, passing the limit was not always enough; inconclusive = no clear call, values can overlap the other calls; note: strong numbers were not always called active
RAD54 branch = blocks human RAD54 Holliday junction branch migration | AID 602329 | Q92698 | FAM/BHQ fluorescence | 360,000 compounds, 0.14% hits | inhibition, % at 10.4 µM;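 active = mean normalized replicate activity at least 40 and at least half of replicates scoring 40 or more; inconclusive = only one of the two criteria met; inactive = mean below 40 and under half of replicates reaching 40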;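 note: 0% = median of neutral control wells and 100% = median of positive control wells; inhibitors cause a drop in the FAM fluorescence signal; in these data hits start at about 50%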
E-sel inducer = induces E-selectin expression in human endothelial cells; 260,000 compounds, 0.37% hits; activation, % at 7.58 µM; AID 686992; HUVEC E-selectin immunofluorescence imaging; normalized: neutral wells 0, TNF-alpha wells 100; P16581;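 active = mean E-selectin-positive cell signal at least 10% of the positive control, reached in at least 60% of replicates, without over 20% cell loss; inconclusive = no rule given, readout overlaps actives, possibly toxicity-flagged; inactive = the rest, including those meeting only one limit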;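 note: in these data hits start at about 27%; measured in HUVEC primary endothelial cells; signal is the percent of cells scored E-selectin positive by PE staining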
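System: HUVEC / Compound: single concentration / Signal: immunofluorescence imaging / Read-out: percent E-selectin-positive cells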
ARNT TACC3 PPI = disrupts binding between human ARNT and TACC3; AlphaScreen His-ARNT PAS-B/GST-TACC3 binding, luminescence; TACC3 fragment carries E629A point mutation; AID 623870; Q9Y6A5; inhibition, % at 9.99 µM; 390,000 compounds, 0.66% hits;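 active = mean inhibition of replicates at least 50% and at least half of replicates each reaching 50%; inconclusive = half or more replicates reach 50% but mean below 50%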;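 note: 0% = complete ARNT plus TACC3 wells and 100% = ARNT alone without TACC3; many hits fall short of the cut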
esBAF inh = inhibitors of esBAF chromatin remodeling in mouse ES cells; Bmi1-luciferase knock-in reporter, 24 h; 100% = twice the neutral-well signal; reporter increase, % at 12.5 µM; 350,000 compounds, 2% hits; AID 602393; in the data active = activation above about 40%; inconclusive = no clear call, values can overlap the other calls;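 note: 0% = median of the plate's neutral control wells and 100% = double that signal; a rise in the Bmi1 reporter signal indicates esBAF inhibition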
RAD52 anneal inh = blocks human RAD52 DNA annealing; P43351; AID 651710; inhibition, % at 18.7 µM; recombinant RAD52 DNA annealing, FRET fluorescence; 360,000 compounds, 0.46% hits;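 active = every replicate showing at least 50% inhibition; inconclusive = mean inhibition at least 50% but not in every replicate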
ERp5 block = inhibitors of human ERp5; ERp5 insulin aggregation, absorbance 650 nm, 90 min; inhibition, % at 9.99 µM; 350,000 compounds, 0.05% hits; AID 651711;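 active = mean replicate inhibition above about 25%, with every replicate also reaching it, limit read from the data, passing the limit was not always enough; inconclusive = only one of those two criteria met; inactive = neither criterion met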
Target sequence (Q15084 whole entry, looked up): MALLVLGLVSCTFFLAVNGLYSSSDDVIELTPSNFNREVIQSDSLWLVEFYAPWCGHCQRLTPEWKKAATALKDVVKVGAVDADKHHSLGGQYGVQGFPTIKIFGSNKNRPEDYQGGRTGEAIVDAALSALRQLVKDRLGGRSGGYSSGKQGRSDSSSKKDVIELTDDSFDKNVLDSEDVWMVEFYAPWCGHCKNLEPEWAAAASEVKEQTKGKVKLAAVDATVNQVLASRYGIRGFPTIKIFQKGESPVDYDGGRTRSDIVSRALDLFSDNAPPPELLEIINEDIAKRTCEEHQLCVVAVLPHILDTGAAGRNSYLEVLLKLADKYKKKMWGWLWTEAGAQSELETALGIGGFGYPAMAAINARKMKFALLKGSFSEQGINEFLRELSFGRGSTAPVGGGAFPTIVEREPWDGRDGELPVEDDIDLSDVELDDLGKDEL
* = called active by the depositor; u = inconclusive; x = not tested or not shown; & = joins results of further samples.

SMILES | CASP6 VEID inh | PglD DTNB | RAD54 branch | E-sel inducer | ARNT TACC3 PPI | esBAF inh | RAD52 anneal inh | ERp5 block
Cc1cc(C(O)c2ncc(-c3ccccc3Cl)[nH]2)ccc1F (centres undefined) | 2 | 6 | 7 | 1.0 | x | 4 | -1 | -9
COc1cccc(OCCNC(=O)c2cc([N+](=O)[O-])cc([N+](=O)[O-])c2)c1 | 2 | x | x | 0.2 | 9 | x | 9 | u
CC(C)(C)OC(=O)[C@H](Cc1ccccc1)NC(=O)c1nc[nH]c1C(=O)NC1CCN(C(=O)OC(C)(C)C)CC1 | x | -1 | -10 | 0.2 | 10 | 12 | -6 | -9
Cc1cc(NC(=O)Nc2cccc([N+](=O)[O-])c2)no1 | 0 | x | x | u | 3 | 2 | -7 | 4
O=c1sc2ccccc2c(N2CCOCC2)c1[N+](=O)[O-] | -1 | -4 | -4 | 0.0 | 3 | -9 | -24 | 3
CC(=O)c1cccc(S(=O)(=O)N(Cc2cc3cc4c(cc3[nH]c2=O)OCCO4)CC2CCCO2)c1 (centres undefined) | x | -3 | 2 | x | -5 | -4 | x | x
O=C(Nc1nccs1)c1cc(S(=O)(=O)N2CCCCC2)ccc1Cl | x | -2 | 2 | x | -5 | -2 | x | x
Cc1ccc(-n2nc(C)c(/C=N/NC(=O)c3cccnc3)c2Cl)cc1 | 2 | 4 | -4 | 0.0 | 0 | x | -20 | 1
CCOc1ccc(N(CC)S(=O)(=O)c2cccc3nsnc23)cc1 | -1 | 1 | -12 | 0.0 | 9 | -1 | -9 | 0
CCn1c(=S)[nH]c2nc3c(cc2c1=O)CCCC3 | x | 0 | 0 | x | -3 | 29 | x | x
CCCCn1c(N)c(N(CC)C(=O)CSc2nnc(-c3ccco3)n2CC)c(=O)[nH]c1=O | 1 | x | x | -0.3 | -1 | x | -10 | -1
O=C(c1ccc2c(c1)OCO2)N1C[C@H]2[C@@H](c3ccccc31)[C@@H](CO)N2Cc1cccnc1 | 25 | 2 | 1 | 0.1 | 0 | -5 | -29 | -3
COc1ccccc1C(=O)COC(=O)c1ccc(N(C)C)cc1 | -5 | x | x | x | -2 | x | -10 | -1
O=C(O)C/C(=C\c1cc(Br)cs1)c1nc2ccccc2o1 | 3 | 4 | -4 | x | -4 | 83* | -8 | -1
COc1ccc(S(=O)(=O)Nc2ccc3c(c2)C(=O)N([C@@H](C)CO)C[C@@H](C)[C@H](CN(C)S(=O)(=O)c2cccs2)O3)cc1 | 1 | -4 | 1 | -0.1 | -7 | 3 | 2 | 9
CC(C)(C)N1NC(=O)Nc2ccccc2C1=O | x | 3 | 2 | x | -8 | -9 | x | x
Cc1noc(C)c1CSc1ncnc2sc3c(c12)CCCCC3 | 0 | 7 | 3 | 0.0 | -11 | -1 | -19 | 2
CCN(CC)Cc1c(O)ccc2c(=O)c(-c3ccccc3)coc12 | 0 | -4 | -8 | 0.0 | -2 | 16 | -27 | -4
Cc1noc(C)c1S(=O)(=O)Nc1ccc2c(c1)C(=O)N([C@@H](C)CO)C[C@H](C)[C@H](CN(C)Cc1ccc(C(F)(F)F)cc1)OCCCC[C@H](C)O2 | 0 | 111 | -2 | -0.1 | 15 | 26 | -62 | 4
CCn1c(SCc2cccc(C(F)(F)F)c2)nnc1-c1ccco1 | x | 4 | -8 | x | 1 | -4 | x | x

Random excerpt: four compounds from above.
SMILES | CASP6 VEID inh | PglD DTNB | RAD54 branch | E-sel inducer | ARNT TACC3 PPI | esBAF inh | RAD52 anneal inh | ERp5 block
Cc1noc(C)c1S(=O)(=O)Nc1ccc2c(c1)C(=O)N([C@@H](C)CO)C[C@H](C)[C@H](CN(C)Cc1ccc(C(F)(F)F)cc1)OCCCC[C@H](C)O2 | 0 | 111 | -2 | -0.1 | 15 | 26 | -62 | 4
CCn1c(SCc2cccc(C(F)(F)F)c2)nnc1-c1ccco1 | x | 4 | -8 | x | 1 | -4 | x | x
O=C(c1ccc2c(c1)OCO2)N1C[C@H]2[C@@H](c3ccccc31)[C@@H](CO)N2Cc1cccnc1 | 25 | 2 | 1 | 0.1 | 0 | -5 | -29 | -3
CC(C)(C)N1NC(=O)Nc2ccccc2C1=O | x | 3 | 2 | x | -8 | -9 | x | x

(more compounds)
SMILES | CASP6 VEID inh | PglD DTNB | RAD54 branch | E-sel inducer | ARNT TACC3 PPI | esBAF inh | RAD52 anneal inh | ERp5 block
Cc1nc(Cl)sc1C(=O)O | x | 1 | -1 | x | -6 | 0 | x | x
CC1(C)CC(=O)c2c(Cc3ccccc3)noc2C1 | 1 | -11 | -2 | 0.0 | -2 | 10 | -7 | 6
CCC(C)NC(=O)c1cc(-c2ccccc2O)on1 (centres undefined) | -2 | -1 | -11 | x | 1 | 57* | -2 | -1
Cc1ccc(NC(=O)CSCc2cc(=O)n3ccsc3n2)cc1 | x | 0 | -5 | x | -4 | -2 | x | x
O=C(c1cc(COc2c(F)cccc2F)on1)N1CCC(c2ccccc2F)C1 (centres undefined) | 1 | x | x | x | -5 | 23 | -5 | u
O=C(COC(=O)C1(c2ccc(Cl)cc2)CCCC1)Nc1ncc(C(F)(F)F)cc1Cl | 0 | x | x | x | -1 | x | -41 | 3
C[C@@H]1CN([C@H](C)CO)C(=O)c2cc(NC(=O)Nc3cccc4ccccc34)ccc2O[C@H]1CN(C)S(=O)(=O)c1ccccc1 | 1 | -1 | 1 | 0.6 | 8 | -2 | -15 | 1
Cc1ccc(NC(=O)C(C)OC(=O)CCC2CCCCC2)cc1 (centres undefined) | 4 | 10 | -8 | 0.3 | -5 | 9 | -9 | 14
COC(C[C@@H](O)CC(=O)COCc1ccccc1)OC | -1 | 4 | 2 | 0.9 | -9 | -3 | -11 | -2
Cc1nn2c(-c3ccccc3)nnc2c2ccccc12 | x | -2 | -1 | x | 4 | 52* | x | x
O=C(CNC(=S)N(Cc1ccccc1)Cc1cccnc1)NC1CCCCC1 | 0 | x | x | 0.3 | 8 | x | -1 | 5
COc1ccc(N(CC(=O)NCc2ccccc2)C(=O)CCC(=O)Nc2cc(C)ccn2)c(OC)c1 | 10 | x | x | x | 2 | -5 | -27 | u
C[C@H]1CCCCO[C@H](CN(C)C)[C@@H](C)CN([C@@H](C)CO)C(=O)c2cc(NC(=O)Nc3ccccc3)ccc2O1 | -3 | -1 | 9 | 0.1 | 9 | -2 | 1 | 4
C[C@@H]1CN([C@H](C)CO)C(=O)c2cccc(NS(=O)(=O)c3cccs3)c2O[C@H]1CN(C)Cc1ccccc1 | 0&1 | -4&-6 | 7&-5 | 0.4&-0.1 | 2&0 | -5&-1 | -3&-7 | 4&0
C[C@@H]1CCCCO[C@@H](CN(C)Cc2ccncc2)[C@@H](C)CN([C@@H](C)CO)C(=O)c2cc(NC(=O)CCCN(C)C)ccc2O1 | -30 | 2 | 2 | 0.2 | -2 | 0 | 17 | 2
CCOC(=O)c1c(C)[nH]c(C)c1C(=O)COC(=O)c1ccc(Cl)c(S(N)(=O)=O)c1 | x | 2 | -6 | x | 6 | -3 | x | x
COCC#Cc1ccc2c(c1)O[C@@H](CN(C)C(=O)c1ccccc1)[C@H](C)CN([C@@H](C)CO)S2(=O)=O | -1 | 4 | -2 | -0.2 | 2 | -4 | 4 | 3
Cc1cccc(C(=O)NC2CCN(CC(=O)Nc3ccc4c(c3)OCO4)CC2)c1 | 0 | -2 | 3 | 0.5 | 1 | 2 | -9 | 2
CC1=C(C(=O)OCC2CCCO2)C(c2ccccc2Cl)NC(=O)N1 (centres undefined) | x | -2 | -7 | x | 4 | -3 | x | x
CCC(=O)N[C@@H]1CC[C@@H](CCNS(=O)(=O)c2ccc(Cl)cc2)O[C@H]1CO | -1 | -3 | 1 | 0.3 | -13 | 3 | 7 | 2
O=C(Cc1cccc(NC(=O)C2CCCN(C(=O)CCc3ccccc3)C2)c1)Nc1cccc(C(=O)N2CCOCC2)c1 (centres undefined) | -6 | 1 | 0 | 0.5 | -2 | -7 | 2 | 0
COc1ccc(-c2nc(SCC(=O)NC3CCCCC3)n[nH]2)cc1 | 2 | 0 | 6 | -0.2 | -8 | -1 | 2 | -2
CCCS(=O)(=O)N1CCCC(C(=O)NCc2ccco2)C1 (centres undefined) | x | 8 | 7 | x | 4 | -4 | x | x
C[C@H](CO)N1C[C@H](C)[C@@H](CN(C)C(=O)CN(C)C)Oc2cc(C#C[C@@H](C)O)ccc2S1(=O)=O | -4 | 4 | 2 | 0.0 | -22 | -3 | -3 | 3
CCOC(=O)CSc1nnc(CSc2nc3sc4c(c3c(=O)[nH]2)CCC4)n1C | x | -3 | -3 | x | -5 | -1 | x | x
COc1cc2c(cc1NCc1ccc3c(c1)OCO3)oc1ccccc12 | x | -2 | 7 | x | 5 | 23 | x | x
CC(C)CCN1CC(C(=O)NC(C)C)CC1=O (centres undefined) | 0 | 6 | 4 | x | -5 | 1 | -8 | -8
Cn1c(=O)oc2cc(S(=O)(=O)NCc3ccc(C(=O)O)cc3)ccc21 | 0 | 2 | 2 | 0.3 | 29 | 0 | -30 | 4
C[C@H](CO)N1C[C@H](C)[C@H](CN(C)CC2CCCCC2)Oc2ncc(-c3ccc(F)cc3)cc2C1=O | 5 | 3 | 6 | 0.1 | -3 | 1 | -17 | 3
Cc1nccn1CCCNC(=O)CC1C(=O)NCCN1Cc1ccc(F)cc1Cl (centres undefined) | -52 | -5 | 0 | 0.1 | x | -5 | -22 | -12
CO[C@@H]1CN(C)C(=O)c2cc(NC(=O)c3ccno3)ccc2OC[C@@H](C)N(S(C)(=O)=O)C[C@@H]1C | x | 0 | -9 | -0.1 | -3 | 1 | -113 | 4
C[C@@H]1CN([C@@H](C)CO)C(=O)c2cc(NS(=O)(=O)c3ccc(F)cc3)ccc2O[C@@H](C)CCCCO[C@@H]1CN(C)Cc1ccccc1 | -1 | 2 | -2 | x | 1 | -3 | 19 | 4
O=C(C1=NNCC1c1ccccc1)C1CO1 (centres undefined) | 5 | 1 | -3 | x | -8 | x | -22 | -4
Cc1cc(NC(=O)CCC(=O)N(c2cccc(F)c2)C(C(=O)NC2CCCC2)c2ccc(C)o2)no1 (centres undefined) | 3 | -3 | 7 | 1.0 | -1 | 0 | 0 | 1
CC(C)c1ccc(NC2CCCN(C(=O)c3cccc(N4CCNC4=O)c3)C2)cc1 (centres undefined) | 2 | -1 | -1 | x | 5 | 0 | 5 | -5
Cc1[nH]c(=O)c(C(=O)/C=C/c2ccccc2F)c2c1CCCC2 | 1 | 4 | -1 | x | -1 | 43* | -14 | 5
CC(=O)NS(=O)(=O)c1ccc(NC(=O)c2ccc(NC(=O)c3cccs3)cc2)cc1 | -2 | 6 | -1 | x | x | -1 | -3 | 7
N#CCCCN1C(=O)C(O)(CC(=O)c2ccc3c(c2)OCCO3)c2ccccc21 (centres undefined) | x | 7 | 3 | x | -3 | -1 | x | x
N#Cc1cc([N+](=O)[O-])cnc1NCC(O)CO (centres undefined) | x | -2 | 4 | x | 24 | 4 | x | x
O=[N+]([O-])c1ccc2c(c1)CO[C@@]21O[C@H](CCO)C[C@H](O)[C@H]1O | 1 | 1 | 3 | 65* | x | -4 | -21 | 5
Clc1ccc(Nc2nnc(-c3ccc4c(c3)OCO4)o2)cc1 | -3 | x | x | -0.2 | x | x | -41 | 3
Cc1ccccc1CC(=O)Nc1cc(C(C)(C)C)on1 | -1 | -8 | 3 | x | 3 | 6 | 3 | 4
CCOc1ncccc1C(=O)N(CC)CC(=O)NCc1ccc(Cl)cc1 | -3 | -3 | 7 | -0.1 | -1 | -5 | -8 | 6
O=C(NCCC(=O)N1CCC2(CC1)NCCc1[nH]cnc12)c1cccc(Cl)c1 | 0 | -6 | 6 | x | -3 | -5 | 0 | 4

Not a hit list, and some 3.2% of all compounds hit somewhere here.
